# High-throughput results deposited in PubChem BioAssay by National Center for Advancing Translational Sciences (NCATS).
# HBB splicing – qHTS Assay for Modulators of Hemoglobin Beta Chain Splicing | HBB splicing reporter cell assay, activation; EGFP reporter with mutant IVS2-654 intron; response scale: normalised to 500 nM splice-correcting PNA | Potency, µM (top dose mostly 46.1 µM), for inactives: top-dose activation, actives largely listed as activators | actives 0.06% (n = 65,000) | AID 925, 2007; also: potency is read from the fitted curve at half-maximal effect; 0% is about no effect
#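 Compounds were applied for 2 days to HeLa EGFP-654 cells, 500/well in Optimem with 2% FCS. The reporter's EGFP is disrupted by mis-splicing of beta-globin intron IVS2-654. Readout: summed well GFP fluorescence from 488 nm laser scanning; reference was 500 nM antisense […] 654 PNA.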
# HADH2 inh – qHTS Assay for Inhibitors of HADH2 (Hydroxyacyl-Coenzyme A Dehydrogenase, Type II); AID 886, 2007; Potency, µM (top dose mostly 57.1 µM), for inactives: at the highest dose activity change, negative = inhibition, most hits filed as inhibitors; recombinant HADH2, NADH fluorescence, beta-hydroxybutyryl-CoA; actives 3.4% (n = 73,000); also: potency is read from the fitted curve at half-maximal effect; % is scaled to controls: 0 for no effect and ±100 for the full control effect; nearly all actives have a fitted effect of over 60% in size; many of its hits are not listed in these tables
# Target sequence (Q99714 whole entry, looked up, one chain of several): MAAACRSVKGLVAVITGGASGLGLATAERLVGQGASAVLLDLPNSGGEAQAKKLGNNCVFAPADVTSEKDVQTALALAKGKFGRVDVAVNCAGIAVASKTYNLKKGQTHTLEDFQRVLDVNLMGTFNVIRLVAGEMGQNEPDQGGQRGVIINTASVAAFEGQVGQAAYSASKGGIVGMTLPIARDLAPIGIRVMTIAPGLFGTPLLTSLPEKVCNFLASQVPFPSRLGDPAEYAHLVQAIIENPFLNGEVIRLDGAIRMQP
#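 His-tagged recombinant enzyme from E. coli, 20 nM, preincubated 15 min RT with compound; reaction started with 1 mM NAD+ and 90 uM beta-hydroxybutyryl-CoA in 100 mM Tris-HCl pH 9.0. NADH fluorescence (ex 360/em 450) read over 4 min; last-minus-first difference.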
# Ub-GFP proteasome – Ubiquitin-GFP Assay; Potency, µM (series often up to 45.9 µM), for inactives: at the top dose activation (GFP accumulation), usual class: activators; 67,000 tested, under 10 active; Ubiquitin-GFP reporter cells, proteasome inhibition, GFP fluorescence; response scale: untreated = 0%, 10 µM MG-132 = 100%; AID 526, 2006; active = well fitted activation curve with a large enough effect, not every such curve was filed as active; inconclusive = small, poorly fitted or top-dose-only effect, or another doubt; inactive = no such curve, though single readings can be large or run the other way; also: potency is read from the fitted curve at half-maximal effect
#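 GFP accumulation read-out: laser plate cytometry counting ubiquitin(G76V)-GFP-expressing U2OS cells after 4 hr compound exposure at 37 °C. Titrations spanned 46 uM to 2.9 nM; 0% = basal, 100% = 10 uM MG-132; concentration-response curves fitted.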
# Epigenetic mod – qHTS Assay for Epigenetic Modulators; mouse C127i GFP locus derepression, cytometry, 30 h; Potency, µM (series often up to 46.1 µM), for the others: top-dose GFP derepression (activation); actives 0.09% (n = 68,000); AID 597, 2007; also: % of control where 0% means no effect
#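 Read-out is the number of GFP-positive cells, scored as fluorescent objects 20 to 120 um wide, reflecting derepression of a silenced CMV-GFP reporter in murine C127i cells after 30 h compound exposure at 37 C.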
# ERK AVP inh – qHTS Assay for Inhibitors of the ERK Signaling Pathway using a Homogeneous Screening Assay; HEK293-V1b, vasopressin-stimulated pERK AlphaScreen; Potency, µM (highest dose often 57.5 µM), without a hit: top-dose activity, negative = inhibition, hits mostly inhibitors; actives 0.99% (n = 72,000); AID 995, 2007; also: potency is read from the fitted curve at half-maximal effect; % is scaled to controls: 0 for no effect and ±100 for the full control effect; nearly all actives have a fitted effect of over 55% in size
#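 HEK293 cells stably expressing V1b receptor, seeded overnight in 1% FBS, were treated with compounds for 30 min at 37C, then stimulated 5 min with 25 nM vasopressin; phospho-ERK read by AlphaScreen SureFire after lysis.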
# Hsp90 Hop PPI – qHTS Assay for Disrupters of an Hsp90 Co-Chaperone Interaction. AID 595, 2007. Potency, µM (doses to about 57 µM), for the others: at the highest dose activity change, negative = inhibition. actives 0.44% (n = 71,000). AlphaScreen TPR2A-His6 binding biotin-Hsp90 C-terminal peptide. Hsp90 C-terminal peptide / TPR2A (Hop) interaction, human; active = well fitted curve in either direction with a large enough effect; inconclusive = small, poorly fitted or top-dose-only effect, or another doubt; also: potency is read from the fitted curve at half-maximal effect; % is scaled to controls: 0 for no effect and ±100 for the full control effect; many of its hits are not listed in these tables
# 15-hLO inh – qHTS Assay for Inhibitors of 15-hLO (15-human lipoxygenase) | purified 15hLO-1, xylenol orange hydroperoxide absorbance | Potency, µM (highest dose often 57.1 µM), without a hit: at the top dose activity change, negative = inhibition, actives largely listed as inhibitors | actives 1.4% (n = 74,000) | AID 887, 2007; also: potency is read from the fitted curve at half-maximal effect; % is scaled to controls: 0 for no effect and ±100 for the full control effect; nearly all actives have a fitted effect of over 55% in size
#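 Purified human 15hLO-1 (40 nM) in 25 mM Hepes pH 7.5, 0.01% Triton X-100, preincubated 15 min RT with compound, then 50 uM arachidonic acid for 6 min. Hydroperoxide read by ferrous/xylenol orange, 30 min; 573/405 nm absorbance ratio gave progress.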
# CRE Fsk mod – Cell signaling CRE-BLA (Fsk stim) | CHO CRE-bla reporter (cAMP response element driving beta-lactamase), forskolin EC10, beta-lactamase ratio | actives 2.5% (n = 71,000) | Potency, µM (titrated, usually from 38.2 µM), without a hit: at the highest dose activity change, negative = inhibition, usual class: activators; active = well fitted activation curve with a large enough effect in the signal ratio, with a control signal flat, not every such curve was filed as active; inconclusive = small, poorly fitted or top-dose-only effect, or effect the other way, or a change in a side signal; the % refers to the signal ratio; also: potency is read from the fitted curve at half-maximal effect; % of control where 0% means no effect
#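 Modulation of forskolin signalling: compounds in titration series added with EC10 NKH 477 to CHO cells carrying a CRE-driven beta-lactamase reporter, 3 h, 37C. CCF4 FRET ratio (460/530 nm, ex 405 nm) gives %activity and AC50.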
# Luciferase inh – qHTS Assay for Inhibitors of Firefly Luciferase. Luciferin 4-monooxygenase (Photinus pyralis), P08659. purified firefly luciferase, luminescence, 8 min. Potency, µM (top dose mostly 57.1 µM), for the others: at the top dose activity change, negative = inhibition, most hits filed as inhibitors. actives 2.2% (n = 72,000); also: potency is read from the fitted curve at half-maximal effect; % is scaled to controls: 0 for no effect and ±100 for the full control effect; nearly all actives have a fitted effect of over 40% in size
# Target sequence (P08659 whole entry, looked up): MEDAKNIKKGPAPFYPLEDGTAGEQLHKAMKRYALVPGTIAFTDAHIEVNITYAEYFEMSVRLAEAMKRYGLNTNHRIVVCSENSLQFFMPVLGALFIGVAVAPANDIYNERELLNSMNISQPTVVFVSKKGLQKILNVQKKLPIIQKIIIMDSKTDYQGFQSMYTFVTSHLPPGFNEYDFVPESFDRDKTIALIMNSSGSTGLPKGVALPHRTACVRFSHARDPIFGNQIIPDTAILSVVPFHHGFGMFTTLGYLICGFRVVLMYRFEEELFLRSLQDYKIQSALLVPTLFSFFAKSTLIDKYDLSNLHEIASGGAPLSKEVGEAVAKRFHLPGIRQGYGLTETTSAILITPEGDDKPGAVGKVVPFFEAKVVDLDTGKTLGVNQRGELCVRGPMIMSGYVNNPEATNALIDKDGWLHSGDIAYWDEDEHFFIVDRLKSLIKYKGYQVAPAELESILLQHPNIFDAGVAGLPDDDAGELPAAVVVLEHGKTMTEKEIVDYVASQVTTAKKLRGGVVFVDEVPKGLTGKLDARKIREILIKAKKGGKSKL
#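 Inhibition of light generation by firefly luciferase from ATP and luciferin was profiled with concentration-response curves per sample, ATP held at 10 uM within the enzyme's linear range. Plates were read by luminescence after an 8-minute ambient incubation.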
# Pol III holo inh – qHTS Assay for Inhibitors of DNA Polymerase III Holoenzyme System; reconstituted DNA polymerase III holoenzyme replication, biochemical; Potency, µM (titrated, usually from 57.1 µM), for the others: top-dose activity change, negative = inhibition; actives 0.25% (n = 71,000); AID 603, 2007; also: potency is read from the fitted curve at half-maximal effect; % is scaled to controls: 0 for no effect and ±100 for the full control effect
#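 Reconstituted *E. coli* holoenzyme (0.35 nM Pol III, 1 nM beta, 154 nM SSB, 2 nM primase) was preincubated with compound for 15 min at RT. Synthesis on 1.4 nM ssM13Gori ran 35 min, then was stopped with PicoGreen/EDTA and read as dsDNA fluorescence.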
# Tau fil binding – qHTS Assay for Tau Filament Binding; Microtubule-associated protein tau (Homo sapiens), P10636; recombinant tau filaments, thioflavin S fluorescence, 15 h; filaments grown with octadecylsulfate alongside compound; actives 2% (n = 71,000); AID 596, 2007; Potency, µM (highest dose often 57.1 µM), for the others: at the top dose activity change, negative = inhibition;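 also: potency is read from the fitted curve at half-maximal effect; % is scaled to controls: 0 for no effect and ±100 for the full control effect; actives lower thioflavin S fluorescence by blocking filaments or displacing dye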
#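 Quantitative HTS: thioflavine S signal from ODS-induced tau filaments, excited at 450 nm, emission 510 nm. Conditions: 1 uM tau, 30 uM ODS, 15 h at 37 C, pH 7.4.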
# * marks the source's active call; other numbers are inactive results; i = inactive; ? = inconclusive; · = not tested or not shown; & = joins results of further samples; ! = not active in a repeat; [ ] = remark or other dose. Unless noted, calls follow the shape of the dose curve; as a rule, active = well fitted curve in the direction sought with a large enough effect; inconclusive = small, poorly fitted or top-dose-only effect, or another doubt; inactive = no such curve, though single readings can be large; an effect the other way counts as inactive or inconclusive. A portion of the library. The share of hits here may be higher or lower than overall.
SMILES,HBB splicing,HADH2 inh,Ub-GFP proteasome,Epigenetic mod,ERK AVP inh,Hsp90 Hop PPI,15-hLO inh,CRE Fsk mod,Luciferase inh,Pol III holo inh,Tau fil binding
COc1cc(C(=O)N(Cc2ccc(N(C)C)cc2)C2CCS(=O)(=O)C2)cc(OC)c1OC (centres undefined),-1.7%[1.84 µM],13%,7%,12%,-6%,-7%,2%,19%,3%,3%,0%
CCOC(=O)C1=C(C)NC(C)=C(C(=O)OC)[C@@H]1c1cccc([N+](=O)[O-])c1,2.3%[20.6 µM],-2%[25.6 µM],-7%[20.5 µM],12%[20.6 µM],5%[25.7 µM],-3%[26 µM],-8%[25.6 µM],10%[17.1 µM],6%[25.5 µM],-8%[25.6 µM],-27%[25.6 µM]
Cc1ccc2nsnc2c1S(=O)(=O)N(CCO)Cc1cc2cc3c(cc2[nH]c1=O)OCCO3,·,0%,-5%,0%,-23%,-3%,7%,6%,1%,-5%,-6%
Cc1occc1C(=O)Nc1ccccc1C(=O)O,-3.7%,-11%,6%,-2%,8%,3%,4%,-6%,-11%,0%,8%
CCC(CC)C(=O)Nc1cccc(C(=O)N2CCCC2)c1,-1.6%,1%,4%,4%,-7%,-2%,-1%,3%,0%,-1%,4%
CC(=O)NCCc1cc2ccc(C)cc2[nH]c1=O,0.5%,-13%,18%,3%,16%,3%,-3%,-15%,-1%,-3%,4%
CC(=O)CSCc1ccccn1,2.5%[9.22 µM],-14%[11.4 µM],-2%[9.17 µM],-3%[9.22 µM],3%[11.5 µM],?,-24%[11.4 µM],-2%[7.6 µM],0%[11.4 µM],-11%[11.4 µM],6%[11.4 µM]
CCCN1CCN(C(=O)CCCn2c(C)c3cnn(-c4ccccc4)c(=O)c3c2C)CC1,0.0%,-2%,12%,7%,?,-6%,-11%,-2%,-2%,2%,20%
CC(=O)/C(CN1CCCCC1)=N\O,·,7%,5%,0%,2%,-1%,6%,-2%,0%,2%,10%
O=C(NC1CCCCC1)c1ccc(CS(=O)(=O)Cc2ccccc2F)o1,1.3%,4%,3%,-1%,-17%,0%,4%,-3%,1%,-11%,2%
Cc1ccc2oc(-c3ccc(NC(=O)c4cccnc4)cc3)nc2c1,-0.2%[57.5 µM],0%,0%,-2%,-18%,0%,-2%,-6%,-11%,-2%,134%
CCC(c1nnnn1Cc1ccccc1)N(Cc1ccco1)Cc1cc2cc(OC)ccc2[nH]c1=O (centres undefined),·,-23%,-2%,0%,14%,-2%,?,-11%,1%,-8%,7%
CCN(CC)S(=O)(=O)c1ccc(Cl)c(C(=O)Nc2nncs2)c1,0.2%,8%,3%,-2%,-6%,0%,-1%,?,2%,-4%,0%
OC(Cn1cncn1)c1ccc(Cl)cc1 (centres undefined),-0.7%,-3%,0%,-2%,-13%,-4%,16%,?,2%,-6%,-4%
O=C(c1ccco1)N1CCCN(C(=O)c2ccco2)CC1,0.3%,-2%,-4%,-1%,-4%,2%,4%,16%,-1%,-6%,-3%
N[C@@H](Cc1nn[nH]n1)C(=O)O,0.1%[9.22 µM],-3%[11.4 µM],-4%[9.17 µM],7%[9.22 µM],-31%[11.5 µM],-4%[11 µM],8%[11.4 µM],-1%[7.6 µM],-1%[11.4 µM],14%[11.4 µM],-9%[11.4 µM]
CCOC(=O)c1ccc(NCc2ccc3c(c2)OCO3)cc1,5.5%,2%,-11%,-4%,9%,?,?,-25%,-4%,-2%,5%
O=C(c1ccco1)N1CCN(CC(O)Cn2c3ccccc3c3ccccc32)CC1 (centres undefined),-4.0%,18%,-2%,1%,-7%,-7%,-13%,-22%,4%,2%,18%
Cc1cc(C)cc(OCCCCCNCCO)c1,-0.9%[9.22 µM],11%,22%,0%,12%,7%,?,1%,1%,0%,?
O=C(O)CSc1nnc(Cn2cnc3ccccc32)n1CCc1ccccc1,2.8%[57.5 µM],7%,0%,2%,62%[activator],-3%,10%,6%,4%,0%,6%
CCOc1ccc2[nH]c(=O)c(CN(CCO)C(=O)c3ccc(Br)cc3)cc2c1,·,?,0%,-1%,16%,?,-10%,12%,-1%,-2%,371%
CN(C)c1nc2c(c(=O)n(C)c(=O)n2C)n1CC(=O)c1cccs1,-1.8%,4%,-2%,0%,-21%,-3%,1%,3%,1%,0%,25%
COc1ccc(S(=O)(=O)Nc2cccc(Cl)c2)cc1OC,-2.6%,-2%,2%,0%,-18%,1%,-13%,0%,2%,1%,-1%
COCCN1C=C(C(=O)OC)C(c2cc(Br)c(OC)c(OC)c2)C(C(=O)OC)=C1,-2.2%[0.0738 µM],i[11.4 µM],-5%[9.17 µM],-2%,37%[activator],?,-16%[11.4 µM],?,0%,2%[11.4 µM],15%[11.4 µM]
O=C(COC(=O)c1ccco1)Nc1cccc(Br)c1,-3.0%,6%,0%,0%,1%,-1%,3%,-4%,2%,-1%,4%
O=C(Nn1c(=O)[nH]c2ccsc2c1=O)c1ccccc1,-2.1%,1%,9%,1%,-3%,3%,2%,?,-3%,3%,-29%
COCCN1C(=O)C(CC(=O)Nc2ccc(C(=O)O)cc2)SC1=Nc1ccccc1 (centres undefined),-1.7%,-27%,-2%,1%,-1%,-3%,3%,?,0%,-4%,-1%
Cc1ccc(N(CC(=O)Nc2ccc(F)c(Cl)c2)S(=O)(=O)c2c(C)noc2C)cc1,-0.5%,-5%,5%,10%,21%,-1%,-15%,-11%,0%,-5%,93%
O=P(O)(CN1CCCCC1)CN1CCCCC1,-0.5%,1%,9%,4%,-9%,-2%,-3%,-2%,3%,-4%,4%
CCOC(=O)c1cn(CC)c2ccc(S(=O)(=O)N3CC(C)CC(C)C3)cc2c1=O (centres undefined),0.1%[0.369 µM],-3%,·,0%,-17%,-5%,4%,3%,2%,-11%,9%
O=C(CCN1CCCCC1)NCC1OCCc2ccccc21 (centres undefined),-1.7%,0%,8%,0%,-1%,-3%,7%,-7%,0%,-1%,7%
c1ccc(-c2cc(-c3cc(-c4ccccn4)[nH]n3)n[nH]2)nc1,2.6%[9.22 µM],-6%[11.4 µM],-6%[9.17 µM],3%[9.22 µM],1%[11.5 µM],?,27%[11.4 µM],3%[7.6 µM],0%[11.4 µM],-12%[11.4 µM],0%[11.4 µM]
COc1ccc(CCn2nnnc2C(C(C)C)N2CCN(c3ncccn3)CC2)cc1OC (centres undefined),-0.3%,22%,1%,0%,-7%,-4%,12%,36%,2%,-2%,5%
CN(Cc1ccco1)c1cc(-c2ccccc2Cl)ncn1,1.0%,13%,-3%,0%[9.22 µM],-3%,-3%,-6%,?,1%[2.29 µM],3%,3%
CCOC(=O)N1CCC(N(CCCOC)C(=O)Nc2cccc(OC)c2)CC1,1.7%[57.5 µM],5%,-5%,4%,-14%,-3%,2%,5%,0%,-8%,-8%
CCOC(=O)N1CCN(C(=O)C2CCN(Cc3nc(-c4ccccc4C)oc3C)CC2)CC1,1.1%,5%,9%,·,3%,-6%[2.3 µM],-10%,-5%,0%,-6%,3%
O=C(Nn1cnnc1)C1Cc2ccccc2CN1S(=O)(=O)c1ccc(F)cc1 (centres undefined),0.0%[0.0738 µM],6%[11.4 µM],-6%[9.17 µM],-2%,-17%,-8%[11 µM],8%[11.4 µM],?,1%,2%[11.4 µM],3%[11.4 µM]
CCCCn1c(=N)n(CC(O)COc2ccccc2)c2ccccc21 (centres undefined),-0.3%[57.5 µM],-3%,-3%,-2%,-9%,-4%,3%,-7%,0%,-5%,4%
O=C1C(SCCO)=C(SCCO)C(=O)c2ccccc21,2.1%,?,15%&2%,1%&-2%,16µM*,?,-18%[25.6 µM],?,-1%&-8%,32µM*!,5µM*!
